IkB signaling: IkB Signaling | 0.04% of 110,000 active | ABC-DLBCL IkBa-CBG/CBR dual luciferase ratio, 4 h; response scale: scaled: untreated 0%, proteasome inhibitor 100% | Potency, µM (series often up to 57.1 µM), without a hit: at the top dose IkBa stabilization activation | AID 445, 2006; active means well fitted curve in the direction sought with a large enough effect in the signal ratio, not every such curve was filed as active; inconclusive means small, poorly fitted or top-dose-only effect, or a change in a side signal; the % refers to the signal ratio;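 further: the direction sought is a rising ratio; 0% = basal untreated cells and 100% = reference inhibitor full response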
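Curves were fitted separately to fusion (green), unfused (red) and ratio luminescence, then classed by r2, magnitude and activity. Cells: OCI-Ly3, 4 h compound plus doxycycline at 37C; 10 uM MG-132 defined full response.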
Imprint erasure: qHTS Assay for Compounds that Induce Erasure of Genomic Imprints; mouse ES Peg3-LacZ reporter, beta-gal luminescence, 40 h; Potency, µM (highest dose often 60.7 µM), inactives show top-dose activity change, positive = activation, hits mostly activators; 0.02% of 110,000 active; AID 1948, 2009;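 further: 0% = negative control wells on the plate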
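Gelatin-coated wells received 300 freshly trypsinized female ES cells with a Peg3LacZ-Neo reporter on the maternal allele, then incubated 40 hours at 37C. BetaGlo was added for 5 minutes at room temperature before a single luminescence read.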
p53ts 32C tox: qHTS Screen for Compounds that Selectively Target Cancer Cells with p53 Mutations: Cytotoxicity of p53ts Cells at the Permissive Temperature; H1299-p53A138V at 32C, ATP luminescence viability, 24 h; Potency, µM (titrated, usually from 46.1 µM), without a hit: at the highest dose activity change, negative = cytotoxicity, most hits filed as cytotoxic; 0.93% of 130,000 active; AID 924, 2007;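 further: 0% = DMSO and -100% = full killing by reference compound; nearly all actives have a fitted effect of over 55% in size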
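Viability by ATPlite luminescence after 24 h compound treatment (up to 46 uM) at the permissive 32C. Cells are H1299 carrying p53 A138V. Scale runs from DMSO basal to 100 uM tamoxifen as full kill; AC50 from Hill fits.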
p53ts 39C tox: qHTS Screen for Compounds that Selectively Target Cancer Cells with p53 Mutations: Cytotoxicity of p53ts Cells at the Nonpermissive Temperature. H1299-p53A138V viability at 39C, ATP luminescence, 24 h. Potency, µM (titrated, usually from 46.1 µM), inactives show at the top dose activity change, negative = cell killing, hits mostly cytotoxic. 1.5% of 130,000 active; further: nearly all actives have a fitted effect of over 55% in size
* marks the source's active call; other numbers are inactive results; ? = inconclusive; · = no result given; [ ] = dose if it differs, or a comment. Unless noted, the call rests on the fitted dose curve; in most records, active means well fitted curve in the direction sought with a large enough effect; inconclusive means small, poorly fitted or top-dose-only effect, or another doubt; inactive means no such curve, though single readings can be large; an effect the other way counts as inactive or inconclusive. Unless noted, on the % scale 0 is the no-effect control and ±100 the full control effect; potency means the concentration at half of the fitted maximal effect.

SMILES | IkB signaling | Imprint erasure | p53ts 32C tox | p53ts 39C tox
Cc1ccc(C)c(NC(=O)C2CC(Cl)=CCC2C(=O)O)c1 (stereo not drawn) | -0.6% | -7.1% | 10.9% | 3.9%
COc1cccc(CNC(=O)C2CCCN(c3nn4c(=O)cc(C)nc4s3)C2)c1 (stereo not drawn) | 1.2% | -7.0% | 4.1% | 6.5%
COC(=O)[C@@H]1C[C@H]2CC[C@H](O)C[C@H]2N1Cc1ccc(N2CCN(C)CC2)cc1 | · | -6.5% | -0.3% | 0.5%
C=CCN1CCN(C(c2ccccc2)c2nnnn2CCC(C)C)CC1 (stereo not drawn) | 0.4% | -11.6% | -3.1% | -2.2%
O=c1[nH]c(=O)c2nc3ccccc3nc2[nH]1 | -1.1% | 15.5% | 10.2% | 23.8%
O=C(Nc1c(-c2ccc(F)cc2)nc2ccccn12)c1ccccc1F | 1.0% | -7.7%[10.9 µM] | -2.6% | -9.8%
COc1ccc(OC2C=CC(C#Cc3ccc(Br)cc3)OC2CO)c(C(C)(C)C)c1 (stereo not drawn) | · | · | 7.3%[9.22 µM] | -15.8%[9.22 µM]
O=C(Nc1cccnc1)C1(c2ccccc2)CCCC1 | 2.7% | -18.8% | 9.0% | 8.0%
COCCn1c(=O)c(-c2ccc(Cl)cc2)nc2cnc(Oc3cccc(Cl)c3)nc21 | 7.1%[11.4 µM] | -7.2% | -0.3% | -2.8%
Cc1nc2cnc(Nc3ccccc3)nc2n(C)c1=O | 1.8%[11.4 µM] | · | -12.3% | 5.6%
CN(C)C(=O)c1ccccc1-c1ccccc1 | 1.6% | -3.2% | 5.8% | 3.5%
CCOC(=O)c1c(C)n(-c2ccccc2)c2ccc(OC(=O)c3ccccc3NC(=O)C(C)C)cc12 | -1.5% | -5.7%[10.9 µM] | 2.1% | 4.1%
OC(CNC1CCCCC1)CN1CCN(CC(O)CNC2CCCCC2)CC1 (stereo not drawn) | 2.4% | -2.0% | -2.2% | 7.5%
CCOC(=O)c1c(S(=O)(=O)N2CCC(C(=O)Nc3ccc(C)c(Cl)c3)CC2)c(C)n(C)c1C | 0.7% | 7.1%[10.9 µM] | -7.5% | -15.2%
Cc1noc(/C=C/N(C)C)c1S(=O)(=O)N1CCC(C(=O)O)CC1 | 1.3% | 5.5% | 2.1% | 0.3%
COc1ccc(CCNC(=O)Cc2c(C)c3cc4c(C)coc4cc3oc2=O)cc1OC | 0.9% | 2.9%[10.9 µM] | 3.6% | -22.9%
CCOc1ccc(C(=O)c2cn(Cc3ccccc3)c3c(F)cc(F)cc3c2=O)cc1 | 0.7% | ? | 3.7% | -15.1%
O=C(O)CC1NC(=O)N(c2ccccc2)C1=O (stereo not drawn) | -1.8% | -7.6% | -4.8% | 5.7%
Cn1c(=O)oc2cc(S(=O)(=O)N3CCCC(C(=O)Nc4ccc5c(c4)OCCO5)C3)ccc21 (stereo not drawn) | 1.7% | -18.1% | -0.6% | 0.7%
COc1cccc(C(=O)Nc2nc3ccc(S(=O)(=O)N4CCCC4)cc3s2)c1 | ? | 2.5%[10.9 µM] | ? | -14.7%
CCOc1ccc(NC(=O)CCn2cnc3onc(-c4ccc(F)cc4)c3c2=O)cc1 | ? | -8.4%[10.9 µM] | -1.7% | -16.7%
CC(C)(C)C(=O)NC1(C(F)(F)F)NC(=O)N(c2ccc(F)cc2)C1=O (stereo not drawn) | 1.4% | 2.9%[10.9 µM] | 4.1% | 17.3%
Brc1ccc(Cn2c(-c3cncs3)nc3ccccc32)cc1 | · | · | -6.4% | -21.8%
COc1ccccc1NC(=O)C1=C(C)Nc2nc(SCc3ccccc3F)nn2C1c1ccncc1 (stereo not drawn) | -0.6% | 5.9%[10.9 µM] | 1.1% | -15.1%
CC1CC(C)CN(C(=O)c2cn(C)c3ccc(S(=O)(=O)N(C)C)cc3c2=O)C1 (stereo not drawn) | -1.9% | -0.3% | 3.8% | 2.4%
COCCCNC(=O)c1ccc(Cn2c(=O)c3ccccc3n(CC(=O)Nc3c(C)cccc3C)c2=O)cc1 | -0.2% | 2.9%[10.9 µM] | 12.0% | 19.5%
COc1ccc2cc(C(=O)NCc3ccco3)c(=Nc3ccc(C(=O)O)cc3)oc2c1 | ? | -3.5% | -6.6% | 2.3%
COc1ccc(C2/C(=C(/O)c3ccc4c(c3)CC(C)O4)C(=O)C(=O)N2CCN2CCOCC2)cc1 (stereo not drawn) | 1.3% | -10.0% | -3.5% | -2.9%
COC(=O)c1ccc(C2/C(=C(/O)c3ccc(OC(C)C)cc3)C(=O)C(=O)N2c2cc(C)on2)cc1 (stereo not drawn) | -4.0% | -4.3% | 4.0% | -2.6%
Cn1c(C(=O)N2CCN(c3ccccc3F)CC2)cc2c(=O)n(C)c3ccccc3c21 | 0.8% | -6.3% | 2.9% | -4.9%
CCOCCCNC(=O)c1[nH]c2cc(C)ccc2c1Sc1ccc(Cl)cc1 | ? | -14.3%[10.9 µM] | -8.7% | -11.1%
O=C(NCc1ccc2c(c1)OCO2)c1ccc(CN2CCOCC2)cc1 | 2.6% | -17.9% | 5.8% | 10.8%
O=C(COc1cnc2ccccc2n1)NCCC1=CCCCC1 | 0.0% | -9.9% | 5.7% | -14.9%
Cc1cc(C)c2[nH]c(=O)c(C(c3nnnn3C(C)(C)C)N3CCN(C(=O)c4ccco4)CC3)cc2c1 (stereo not drawn) | -0.3% | -0.7% | 15.3% | 5.6%
CC1CCCCN1C(=O)CCS(=O)(=O)c1cc2c(cc1Cl)NC(=O)CO2 (stereo not drawn) | ? | ? | -3.5% | -18.6%
CN(C)Cc1ccccc1-c1ccc2ncnc(N3CCOCC3)c2c1 | 2.7%[11.4 µM] | -17.2% | 4.1% | 0.3%
Cc1cccc(NC(=O)c2sc3cccc(Cl)c3c2Cl)c1 | ? | -11.1%[10.9 µM] | -13.7% | -16.9%
CCOC(=O)c1cnn2c(C(F)(F)F)cc(-c3ccco3)nc12 | 1.1% | · | -4.4% | 6.6%
CN(C(=O)c1cnccn1)c1nnc(-c2cccnc2)s1 | -0.2% | -12.3% | -1.6% | -5.3%
Cc1c(CN(C)CCc2ccccc2)c(=O)n(-c2ccccc2)n1C | -0.3% | -4.1% | -1.7% | 1.3%
O=C(c1ccc(CS(=O)(=O)c2ccccc2)o1)N1CCN(c2ncccn2)CC1 | -2.6% | -14.1% | 6.8% | 7.0%
C=CCc1ccc(OCCOCCNCCOC)c(OC)c1 | · | · | -3.8% | -2.7%
COCCCNC(=O)c1ccc2nc3ccccc3c(=O)n2c1 | ? | -91.1%[inhibitor] | ? | -14.1%
O=C(Nc1ccc2c(c1)OCO2)C1CCCN1C(=O)Nc1cccc(F)c1 (stereo not drawn) | 1.2% | -8.0% | 1.8% | -0.3%
O=C(Nc1ccccc1)N1CCCC2(CCN(C(=O)c3csnn3)CC2)C1 | 0.7%[11.4 µM] | · | -4.2% | 3.0%
O=C(CSCc1cnn(-c2ccccc2)c1-n1cccc1)Nc1ccc(F)cc1F | 5.9% | -4.2%[10.9 µM] | 5.0% | -6.7%
CCOc1ccc(NC(=O)c2oc3ccccc3c2NC(=O)C(C)(C)C)cc1 | ? | 15.8%[10.9 µM] | -3.2% | -12.0%
Cc1ccc(S(=O)(=O)N2CCSC2C(=O)O)cc1 (stereo not drawn) | · | · | 2.9% | 1.1%
O=C(CS(=O)(=O)Cc1ccccc1)NCc1ccc2c(c1)OCO2 | 1.1% | 0.1% | 7.1% | 3.6%
COc1cc(OC)c(NC(=O)c2cn(C)c(=O)c3cc(OC)c(OC)cc23)cc1Cl | 1.7% | 16.9%[10.9 µM] | 3.5% | 10.4%
COc1ccc(-c2ccc(-c3noc(C4CCCCC4)n3)c(OC)n2)cc1 | -0.9% | -8.3% | -7.8% | -2.1%
O=C(O)c1ccccc1C(=O)N1CCN(c2cccc(Cl)c2)CC1 | -0.1% | -32.1%[inhibitor] | -0.4% | -5.7%
COc1ccc(C)cc1NC(=O)CN(c1ccc(F)cc1)S(C)(=O)=O | -3.6% | -8.2% | 0.1% | -4.5%
Nc1nnc(SCC(=O)Nc2ccc3nc(SCC(=O)Nc4ccccc4)sc3c2)s1 | · | · | -18.7% | 1.4%
COc1ccc(-n2nnnc2SCC(=O)N2CCCC2)cc1OC | 0.5% | -15.6% | -2.4% | -4.0%
COc1ccc(-c2nc3ccccc3o2)cc1NC(=O)c1cccnc1 | -3.4% | -3.9%[10.9 µM] | -28.3% | -3.3%
Cc1ccc(OCC(O)Cn2c(=N)n(CCN3CCOCC3)c3ccccc32)cc1 (stereo not drawn) | -0.6% | -12.7% | -8.3% | -14.8%
CCN(CC)C(=O)CSC(=Nc1ccccc1F)NC#N | ? | -20.1% | -0.1% | -9.2%
C=CCn1c(/N=C/c2ccc3c(c2)OCO3)nc2ccccc21 | · | · | 7.4% | 5.1%
CN(C(=O)c1ccc(NC(=O)c2cnccn2)cc1)C1CCCCC1 | 1.7% | -2.0% | -5.9% | 0.7%
Other records.
SMILES | IkB signaling | Imprint erasure | p53ts 32C tox | p53ts 39C tox
CCOC(=O)c1c(C)n(-c2ccccc2)c2ccc(OC(=O)c3ccccc3)cc12 | -4.0% | -17.0%[10.9 µM] | 9.8% | 5.8%
COc1ccc(C2(Nc3cccc(C(=O)O)c3C)C(=O)c3ccccc3C2=O)cc1 | ? | -2.1%[10.9 µM] | -5.6% | 17.5%
CN(Cc1ccccc1)C(=O)CCNC(=O)Cn1cnc2ccccc2c1=O | 0.9% | 4.5% | 3.4% | 2.7%
Cc1ccccc1Cc1c(C)nc2ncnn2c1C | 0.0% | -6.5% | -0.7% | 6.9%
Fc1ccc([C@H]2CCNC[C@H]2COc2ccc3c(c2)OCO3)cc1 | ? | -33.4%[inhibitor] | 31.6µM* | 10µM*
CCc1cccc(C)c1Nc1c(-c2ccc(N3CCOCC3)cc2)nc2ncccn12 | ? | -12.3%[10.9 µM] | 16.3% | -6.3%
COCC(C)NC(=O)c1cnn2c(C(F)F)cc(-c3ccccc3)nc12 (stereo not drawn) | -4.2% | 10.3%[10.9 µM] | 2.9% | 20.2%
Cc1ccc(-c2nc3cccnc3s2)cc1NC(=O)Cc1ccccc1 | ? | -26.8%[10.9 µM] | ? | ?
COc1cc(Cl)c(C)cc1NC(=O)Cn1c2ncccc2c(=O)n1-c1ccccc1 | 0.5% | 17.4%[10.9 µM] | 8.8% | -4.0%
Cc1cccc(NC(=O)C2CCCN(S(=O)(=O)c3c(C)[nH]c(=O)[nH]c3=O)C2)c1C (stereo not drawn) | 5.7% | -9.2%[10.9 µM] | 2.5% | 11.4%
CCOc1ccc(CNC(=O)C2CCN(S(=O)(=O)c3ccc4c(ccn4C)c3)CC2)cc1 | -0.4% | 8.3%[10.9 µM] | 0.8% | 7.5%
O=C(Oc1ccc2c3c(c(=O)oc2c1)CCCC3)c1ccco1 | -1.6% | -13.6% | -3.7% | 11.9%

Entries of single compounds, looked up by structure. Values in the order: IkB signaling, Imprint erasure, p53ts 32C tox, p53ts 39C tox
Cc1ccccc1Cc1c(C)nc2ncnn2c1C is entered as 0.0%, -6.5%, -0.7%, 6.9%
COCC(C)NC(=O)c1cnn2c(C(F)F)cc(-c3ccccc3)nc12 (stereo not drawn) is entered as -4.2%, 10.3%[10.9 µM], 2.9%, 20.2%
COc1cc(Cl)c(C)cc1NC(=O)Cn1c2ncccc2c(=O)n1-c1ccccc1 is entered as 0.5%, 17.4%[10.9 µM], 8.8%, -4.0%
COc1ccc(C2(Nc3cccc(C(=O)O)c3C)C(=O)c3ccccc3C2=O)cc1 is entered as ?, -2.1%[10.9 µM], -5.6%, 17.5%

(more compounds)
SMILES | IkB signaling | Imprint erasure | p53ts 32C tox | p53ts 39C tox
CCc1ccc(NC(=O)CCS(=O)(=O)c2ccc3c(c2)oc(=O)n3C)cc1 | -0.1% | -2.9%[10.9 µM] | -2.9% | 15.1%
CCOCCCNC(=O)C(c1ccc(Cl)cc1)N1CCC2(CC1)OCCO2 (stereo not drawn) | 0.9% | 4.2% | 12.5% | -9.0%
COC(=O)CN1C(=O)CSc2ccc(S(=O)(=O)Nc3c(C)cc(C)cc3C)cc21 | ? | -2.3%[10.9 µM] | 3.0% | 19.1%
CCCC1C(C(=O)OCC)=C(C)NC(C)=C1C(=O)OCC | · | · | 32.4%[activator] | 10.7%

Screening results: PubChem, National Center for Advancing Translational Sciences (NCATS)
